Assay outcomes: PubChem, National Center for Advancing Translational Sciences (NCATS)
ALOX12 inh: blocks human arachidonate 12S-lipoxygenase | AID 1671190 | purified 12hLO, xylenol orange hydroperoxide absorbance | P18054 | Potency, µM (doses to about 108 µM), inactives show at the top dose activity change, negative = inhibition, most hits filed as inhibitors | 580,000 tested, 1.1% active; active = well fitted inhibition curve with a large enough effect; inconclusive = small, poorly fitted or top-dose-only effect, or another doubt; inactive = no such curve, though single readings can be large or run the other way
Target sequence (P18054 whole entry, looked up): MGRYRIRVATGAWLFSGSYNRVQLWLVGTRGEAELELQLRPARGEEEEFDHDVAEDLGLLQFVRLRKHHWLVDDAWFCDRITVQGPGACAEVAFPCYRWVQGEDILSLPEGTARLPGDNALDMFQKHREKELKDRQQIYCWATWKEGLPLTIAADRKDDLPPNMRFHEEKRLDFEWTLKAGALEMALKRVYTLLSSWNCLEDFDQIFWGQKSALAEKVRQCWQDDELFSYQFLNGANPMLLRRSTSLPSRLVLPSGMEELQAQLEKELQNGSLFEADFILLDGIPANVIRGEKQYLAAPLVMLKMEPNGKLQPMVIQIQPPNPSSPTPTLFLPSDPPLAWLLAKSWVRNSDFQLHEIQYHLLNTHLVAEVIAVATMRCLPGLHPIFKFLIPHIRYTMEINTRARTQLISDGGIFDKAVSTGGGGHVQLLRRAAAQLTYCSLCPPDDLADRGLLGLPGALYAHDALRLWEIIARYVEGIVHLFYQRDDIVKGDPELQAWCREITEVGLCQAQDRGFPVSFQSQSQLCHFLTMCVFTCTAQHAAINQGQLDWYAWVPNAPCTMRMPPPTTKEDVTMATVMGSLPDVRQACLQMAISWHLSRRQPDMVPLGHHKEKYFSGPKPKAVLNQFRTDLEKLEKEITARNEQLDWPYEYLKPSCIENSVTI
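Hydroperoxide product was detected by ferrous iron/xylenol orange as the 573 to 405 nm absorbance ratio. Arachidonic acid at 40 uM (final) was turned over for 30 min at room temperature by 150 nM human 12hLO, pH 7.0 Hepes buffer, after 15 min compound preincubation.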
An asterisk follows results filed as active; u = inconclusive; [ ] = remark or other dose. % is scaled to controls: 0 for no effect and ±100 for the full control effect; potency is read from the fitted curve at half-maximal effect. Only part of the results is shown, so the mix of outcomes need not match the whole.

SMILES	ALOX12 inh
CNC(=O)c1ccc(CNC(=O)C2CCCC2)cc1	15%
CC(c1cccs1)N(C)C(=O)Nc1ccc(Cl)cc1 (stereo not drawn)	4%[176 µM]
COc1cc(/C=C/c2ccc3cccc(OC)c3n2)cc(OC)c1OC	-16%
COC(=O)CNC(=O)N1CCC(Cc2noc(-c3ccc(OC)cc3)n2)C1 (stereo not drawn)	31%[activator]
O=C(Nc1ccc(F)cc1)c1nc2ccccc2nc1N1CCOCC1	25%
O=C(CCc1conc1-c1ccc(F)cc1)NC1CCCCC1	24%
Cc1cc(C)cc(N(C)C(=O)C2CCN(c3oc(-c4ccco4)nc3C#N)CC2)c1	3%
Fc1cc(F)cc(-c2ccc(CN3CC4CCC(C3)N4c3ccc(C(F)(F)F)cc3)cc2)c1	11%[6.33 µM]
COc1cccc(C(=O)NCc2n[nH]c(=O)c3ccccc23)c1OC	-12%
C[C@]12C[C@H](O)[C@@H]3c4ccc(O)cc4CC[C@H]3[C@@H]1CCC2=O	-10%
COc1cccc(CC(=O)N2CCC3(CC2)CC(O)CCO3)c1 (stereo not drawn)	18%
COc1ccc2cc(C(=O)N3CCC(C(C)C(=O)NCCCN4CCCC4)CC3)[nH]c2c1 (stereo not drawn)	u
CSc1ccc(C2CC(=O)Nc3c2c(=O)[nH]c2ncnn32)cc1 (stereo not drawn)	u
O=C1[C@@H]2C[C@@H](O)CN2C2(CN(C3CCOCC3)C2)C(=O)N1Cc1ccccc1	26%[176 µM]
O=C(NCC1CCOC1)C1CCN(c2nc(-c3ccccc3)nc3c2CCC3)CC1 (stereo not drawn)	23%
O=C(Nc1ccc(F)c(F)c1)c1ccc(-c2ccccc2)cc1	1%
CCCCCn1c(SCCCc2ccccc2)nc2c1c(=O)[nH]c(=O)n2C	u
CCOC(CNC(=O)c1ccc2c(c1)ncn2-c1ccc(OCc2ccccc2)cc1)OCC	11%
COc1cc(CNc2nc(C)c(-c3ccn(C4Cc5ccccc5C4)n3)s2)cc2c1OCO2	1%
COc1cccc(OC)c1C(=O)OCc1ccccc1Br	-5%
COc1cccc(C(=O)N2CCC3(CC2)CC(N(C)Cc2ccccc2)CCO3)c1 (stereo not drawn)	7%
O=C(NCCc1ccccc1)N1CCC2(CC1)CC(N1CCCC1)CCO2 (stereo not drawn)	132%[activator]
CC(NC(=O)CNC(=O)c1ccc(N2CCCC2=O)cc1)c1ccc(Cl)cc1Cl (stereo not drawn)	u
Cc1cccc(N2CCN(C(=O)c3noc(-c4ccc[nH]c4=O)n3)CC2)c1C	7%
O=C(Cn1c(=O)oc2ccccc21)N1CCC(c2noc(-c3cccnc3)n2)C1 (stereo not drawn)	26%
Cc1ccccc1N(C)C1CN(Cc2ccc(F)cc2)C1	6%[12.5 µM]
O=C(c1cccs1)N1Cc2[nH]cnc2C[C@H]1c1nc(-c2ccc3ccccc3c2)no1	u
CCOc1ccc(C(=O)N2CCN(C3CCN(C)C3=O)CC2)cc1OCC (stereo not drawn)	12%
CC(C)c1nc(C#N)c(NCC(c2ccccc2)N2CCOCC2)o1 (stereo not drawn)	12%
CC(C)(C)OC(=O)N1CC(Nc2ccccc2O)C1	u
Cc1ccccc1Cn1c(N2CCN(Cc3ccccc3)CC2)nc2c1c(=O)[nH]c(=O)n2C	36%[activator]
CCOC(=O)c1cnc(Nc2ccccc2)c2ccccc12	5%
Cc1noc(C)c1COC(=O)c1ccc(Cl)c(S(=O)(=O)N2CCCCCC2)c1	-9%
Cn1ncc(N2CCOC(CCNC(=O)C3(C)CC3)C2)cc1=O (stereo not drawn)	6%
COc1ccccc1C(=O)NC1CCN(c2cc(C(F)(F)F)ncn2)CC1	12%
Cc1ccc2[nH]c(C)c(CC(=O)NCc3cn4ccc(C)cc4n3)c2c1	14%
Cc1nccn1CCCC(=O)N1C[C@@H](F)C[C@H]1CNC(=O)CC(C)C	0%
O=C(Nc1cccnc1)C1=C(c2ccccc2)S(=O)(=O)CCO1	4%
Cc1ccc([S+](=O)([O-])N2CCC(c3nn(-c4ccc(F)cc4)c(=O)[nH]3)CC2)cc1	25%
CCCOc1ccc(NC(=O)C(=O)c2c(C)[nH]c3ccccc23)cc1	u
COCCNC(=O)N1CCC(OC2CCN(Cc3ccccc3)CC2)CC1	85%[activator]
NC(=O)c1cc[nH]c1C1CCCN(Cc2ccc(Br)o2)C1 (stereo not drawn)	-3%
C=CCN1CCN(C(=O)c2ccc(N3CC4CC(C3)[C@H]3CCCC(=O)N3C4)nc2)CC1 (stereo partly drawn)	15%
CN(C)CCN(Cc1ccsc1)C(=O)[C@H]1CCC[C@H](O)C1	-24%
COc1ccc(OCC(=O)N2CCC(Cc3nc(-c4cnccn4)no3)CC2)cc1	30%
O=C1NC(=NC2CCCCC2)C2(CCCN(Cc3ccsc3)C2)N1c1cccnc1 (stereo not drawn)	0%[6.33 µM]
O=C(NCc1ccccn1)c1ccc2c(c1)-c1ccccc1C2	55%[activator]
CC(C)(Oc1nn(CC2CCOCC2)c2ccccc12)C(=O)NCC1CCOCC1	6%[176 µM]
CCOc1ccc(Nc2oc(-c3ccc(OCC)cc3)nc2C#N)cc1	12%
CC(=O)N1CCN(C(=O)c2ccc3c(ccn3C)c2)CC1	50%[activator]
New compounds follow:
SMILES	ALOX12 inh
COc1ccc2ccccc2c1CN1CCCC(n2cc(C(=O)N3CCCC3)nn2)C1 (stereo not drawn)	0%
O=c1[nH]c(N2CCOCC2)nc2nccc(-c3ccc(OCc4ccccc4)cc3)c12	7%
C1CCNC(CN2CCCC2)CC1 (stereo not drawn)	u
CCCCNC(=O)COC(=O)Cc1nn(C)c(=O)c2ccccc12	-13%
CCc1ccc(N2CC(c3noc(-c4cc(F)cc(F)c4)n3)CC2=O)cc1 (stereo not drawn)	22%
O=C(CSc1ncnc2ccccc12)c1ccc2c(c1)OCCCO2	-8%
CCOc1ccc(C(C)NC(=O)c2ccc(NS(=O)(=O)c3ccc(F)cc3)cc2)cc1OCC (stereo not drawn)	7%
COc1cc(CC(=O)OCCOc2ccc(Cl)cc2Cl)cc(OC)c1OC	-15%
COCC(=O)N1CCC(O)(c2csc(CN3CCC[C@@H]3COC)n2)CC1	82%[activator][176 µM]
Cn1cc(-c2ccnc(N3CCOCC3)c2)c2nc(COc3ccc(Cl)cc3)cn2c1=O	11%
O=C(CC1CCN(C(=O)c2ccoc2)C1)NCc1ccccc1 (stereo not drawn)	20%
Cc1ncsc1C(=O)N1CCCC(CCc2ccc(F)cc2F)C1 (stereo not drawn)	28%
C(#CCN1CCN(C(c2ccccc2)c2ccccc2)CC1)COCCOCc1ccccc1	0%
O=C(NC1CCCC1)C1(c2cccc(C(F)(F)F)c2)CCCC1	-1%
CN1c2cc(C(=O)N3CCN(c4ccc(F)cc4)CC3)ccc2C(=O)N2CCCCCC21 (stereo not drawn)	8%
COCc1ccc(CN[C@H]2C[C@@H](Cc3cc(CCO)on3)C2(C)C)o1	6%[176 µM]
O=C(NCc1cccnc1)c1nc(-c2cc(Cl)cc(Cl)c2)c2ccccn12	37%[activator]
CCCCCCCCc1ccc(-c2ccc(CCCC)cc2)nc1	26%
O=C(c1ccccc1)N1CCC(n2cc(-c3nc(-c4ccccc4)no3)nn2)CC1	u
Cc1[nH][nH]c(=O)c1C(c1ccc(OCc2c(F)cccc2Cl)cc1)c1c(C)[nH][nH]c1=O	u
Cc1ccc(C)c(OCC(=O)c2ccc3c(c2)N(CCCC(=O)N2CCCC2)C(=O)CO3)c1C	4%
CCn1cc(S(=O)(=O)N2CC(COC)C3(CCNCC3)C2)cn1 (stereo not drawn)	43%[activator]
CCCCCc1ccc(-c2ccc(OC(F)F)cc2)nc1	9%
COc1ccc(OC2CN(C(=O)c3ccccc3)C2)cc1	12%[12.5 µM]
Oc1cc(C2CCCCC2)ccc1C1CCCCC1	u
Cc1ccc(-c2nnc(CN3CCC(c4ccn[nH]4)CC3)o2)cc1	-1%
CCCn1nc(C(=O)NC(c2cccs2)C(C)C)c2ccccc2c1=O (stereo not drawn)	-11%
C=CCNc1nc(C(=O)OC(C)C(=O)Nc2ccc(N3CCOCC3)cc2)cs1 (stereo not drawn)	7%
COc1ccc(CN(C(=O)c2cc(=O)c3ccc(C)cc3o2)C2CCS(=O)(=O)C2)cc1 (stereo not drawn)	12%
Cn1cc(CN2CCOc3cc([S+](=O)([O-])Nc4cccnc4)ccc3C2)cn1	16%[176 µM]
O=S(=O)(Cc1ccccc1F)N1CCC(C2CCNC2)CC1 (stereo not drawn)	44%[activator]
CC1=C(C(=O)OC(C)C)C(c2ccccc2C)N2C(CC(=O)NCC3CC3)=CSC2=N1 (stereo not drawn)	60%[activator]
CCCS(=O)(=O)N1CCN(c2ccc(N3CCN(CC)CC3)nn2)CC1	2%
COc1ccc(Cl)cc1S(=O)(=O)N1CCCC(CO)(Cc2cccc(Cl)c2)C1 (stereo not drawn)	-3%
O=C(CCCc1c[nH]c2ccccc12)NCC(=O)N1CCCCCNC(=O)CC1c1ccccc1 (stereo not drawn)	1%
Cc1ccccc1CN1CCN(c2nc3c(c(=O)[nH]c(=O)n3C)n2C/C=C/c2ccccc2)CC1	15%
CCOC(=O)c1c(NC=C(C#N)C#N)sc(C)c1CC	u
Cc1ccc(C(=O)OCC(=O)c2cc(C)ccc2C)cc1	-51%
Cc1ccc(NC(=O)c2cc3c(N4CCSCC4)nc(C)cn3n2)c(F)c1	36%[activator]
COc1ccc(-c2cc(C(F)(F)F)nc(S(=O)(=O)CCC(=O)Nc3ccc(Cl)cc3)n2)cc1	u
Cc1cccc(NC(=O)CNC(=O)CCc2ncc(-c3ccccc3F)o2)c1C	-36%
CN(CC1CCOC1)C(=O)c1cccc(Cl)c1 (stereo not drawn)	23%
COCCOC1CCN(S(=O)(=O)c2cccc(OC)c2)CC1	36%[activator]
CCN1C(=O)CN(C(=O)c2cccnc2)CC12CCOCC2	5%
COc1cc(NC(=O)C2c3ccccc3Oc3ccccc32)c(OC)cc1Cl	-7%
OC(COc1ccc(Nc2ccccc2)cc1)COc1ccc(Nc2ccccc2)cc1	u
COc1cccc(/C=C/C(=O)c2nc3ccccc3s2)c1OC(F)F	u
COC(=O)[C@H](Cc1ccccc1)NC(=O)[C@H]1O[C@@H](n2cnc3c(=O)[nH]c(N)nc32)[C@H](O)[C@@H]1O	-10%
CCCNC(=O)C(NC(=O)c1ccccc1)C1CCN(C(=O)c2ccccc2F)CC1 (stereo not drawn)	49%[activator]
COc1ccc(Cl)cc1NC(=O)Cn1c2c(c(=O)n1-c1ccccc1)Cc1cccc(OC)c1O2	-9%
(continued)
SMILES	ALOX12 inh
C[C@@H]1CN(Cc2ccc3c(c2)CN(Cc2ccc(Oc4ncccn4)cc2)CCO3)C[C@H](C)O1	2%
CCCNC(=O)N1CCn2nnc(CCC(=O)N3CCOCC3)c2C1	17%
CN(C)C(=O)c1ccc(OC2CCN(C(=O)c3ccc(F)c(F)c3)CC2)nc1	9%
Fc1ccc(CNC(=S)NCCc2cccc(Cl)c2)cc1	u
COCCNC(=O)C[C@@H]1O[C@H](CNC(=O)NC2CCCCC2)[C@@H](O)[C@H]1O	-6%[176 µM]
COc1ccc(/C=C(/C#N)c2c(F)cccc2Cl)cc1	-6%
OC[C@@H]1O[C@H](CNC2CCOCC2)[C@H](N2CCc3ccccc3C2)[C@@H]1O	-1%
Cc1ccc(CN2CCN(c3nc(C)ccc3C#N)CC2CCO)cc1 (stereo not drawn)	23%
CN(C)C(=O)c1ccc(Br)cc1F	6%
Cc1noc(C)c1-c1cc2c(cc(C)n2C)c(-c2ccnn2C)n1	10%[176 µM]
CCCOC(=O)c1ccc(Oc2c(C)oc3cc(OC(=O)N4CCOCC4)ccc3c2=O)cc1	-12%
CC(CNC(=O)Cn1ncc2ccccc2c1=O)c1ccccc1 (stereo not drawn)	27%
O=C(O)c1ccc(CN[C@@H]2CO[C@H](CNS(=O)(=O)c3ccccc3)[C@H]2O)cc1	u
Cc1ncc2n1C(=O)N(C1CCN(C(=O)c3ccccc3F)CC1)C2	7%[176 µM]
O=C(c1ccc(C(F)(F)F)cc1)N1CC2CC(C1)[C@H]1CCCC(=O)N1C2 (stereo partly drawn)	44%[activator]
CCc1ccc(C(=O)c2sc(Nc3cccc(SC)c3)nc2N)cc1	u
COc1ccc(NC(=O)N2CCC(CC(=O)NCc3ccccc3)C2)cc1OC (stereo not drawn)	30%
